# Screening results from PubChem BioAssay.
# MCF10A rerep – A quantitative high throughput screen for small molecules that induce DNA re-replication in MCF 10a normal breast cells; MCF 10A DNA re-replication, Hoechst nuclear intensity, 48 h; Potency, µM (doses to about 46.1 µM), inactives show top-dose activity, positive = re-replication, hits mostly activators; hit rate 2.9% among 350,000; AID 624296, 2012; also: potency is read from the fitted curve at half-maximal effect; % of control where 0% means no effect; nearly all actives have a fitted effect of over 50% in size
# S2 tox – Viability Counterscreen for Primary qHTS for Inhibitors of ATXN expression; Potency, µM (doses to about 56.7 µM), actives largely listed as cytotoxic; S2 cells (HEK-293 line with an ATXN2-luciferase reporter) viability, CellTiter-Fluor protease fluorescence, 24 h; hit rate 0.49% among 400,000; also: potency is read from the fitted curve at half-maximal effect; nearly all actives have a fitted effect of over 40% in size
# KB-3-1 tox – qHTS assay for MDR1-selective chemotherapeutics: Primary screen using the parental adenocarcinoma cell KB-3-1; KB-3-1 viability, CellTiter-Glo ATP luminescence, 72 h; Potency, µM (doses to about 46.1 µM), inactives show at the highest dose activity change, negative = cytotoxic, hits mostly cytotoxic; hit rate 1.4% among 400,000; AID 1347075, 2019; also: potency is read from the fitted curve at half-maximal effect; % is scaled to controls: 0 for no effect and ±100 for the full control effect; nearly all actives have a fitted effect of over 60% in size
#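 KB-3-1 parental drug-naive adenocarcinoma cells in DMEM/10% FBS, incubated 72 h at 37 C with pin-transferred compounds across a concentration series. Viability by CellTiter-Glo luminescence; concentration-response curves fitted after normalization.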
# SW480 rereplic – A quantitative high throughput screen for small molecules that induce DNA re-replication in SW480 colon adenocarcinoma cells; hit rate 1.8% among 340,000; Potency, µM (series often up to 46.1 µM), for the others: top-dose re-replication activation, hits mostly activators; AID 624297, 2012; SW480 DNA re-replication, Hoechst DNA content imaging, 48 h; also: potency is read from the fitted curve at half-maximal effect; % of control where 0% means no effect; nearly all actives have a fitted effect of over 55% in size
#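 Image-based read-out: total Hoechst fluorescence of nuclei (405 nm excitation, 500-530 nm emission), with hits raising the fraction of high-intensity nuclei. SW480 colon cells incubated 48 hr with compounds at 37 C.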
# HepG2 viability – qHTS for Inhibitors of TGF-b: Cytotox Counterscreen | HepG2 CAGA-GFP viability, ATP luminescence, 18 h | Potency, µM (highest dose often 46.1 µM), for inactives: top-dose activity change, negative = cytotoxicity, actives largely listed as cytotoxic | hit rate 0.76% among 410,000 | AID 588856, 2011; also: potency is read from the fitted curve at half-maximal effect; some results filed as inactive show a strong effect at the top dose
#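 CellTiter-Glo luminescence gave cytotoxicity after 18 hours at 37 degrees C. The cells were HepG2 CAGA-GFP in 1% FBS DMEM, stimulated with 500 pg/mL TGF-beta after compound addition. %Activity was normalised to no-cell wells (complete cell-killing) and DMSO (no toxicity), and curves were fitted and classified.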
# HT1080NT lethal – qHTS for induction of synthetic lethality in tumor cells producing 2HG: qHTS for the HT-1080-NT fibrosarcoma cell line; hit rate 1.6% among 360,000; HT-1080-NT fibrosarcoma viability, CellTiter-Glo ATP luminescence, 48 h; Potency, µM (top dose mostly 46.1 µM), without a hit: at the top dose activity, negative = less viability, hits mostly cytotoxic;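 also: NT is the 2HG producing partner of a matched IDH1 knockdown line; potency is read from the fitted curve at half-maximal effect; 0% = DMSO-treated cells and -100% = media-only wells without cells; nearly all actives have a fitted effect of over 55% in size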
#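 Toxicity toward the 2HG-producing NT line was scored as %Activity, normalised to DMSO and no-cell wells, from CellTiter-Glo luminescence after 48 hours' treatment.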
# ATXN2 expr inh – Primary qHTS for Inhibitors of ATXN expression; HEK-293 ATXN2-luciferase reporter, luminescence, 24 h; Potency, µM (titrated, usually from 57 µM), inactives show top-dose activity change, negative = inhibition, usual class: inhibitors; hit rate 0.72% among 360,000; AID 1745845, 2022; also: potency is read from the fitted curve at half-maximal effect; % is scaled to controls: 0 for no effect and ±100 for the full control effect; nearly all actives have a fitted effect of over 55% in size
#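 ATXN2-luciferase reporter cells (luciferase flanked by upstream and downstream ATXN2 gene portions) were treated 24 h at 37 °C with compounds at up to 57 uM. SteadyGlo luminescence gave expression; GF-AFC fluorescence gave viability.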
# HT1080 IDH1KD tx – qHTS for induction of synthetic lethality in tumor cells producing 2HG: qHTS for the HT-1080-IDH1KD cell line; AID 686971, 2013; HT-1080 IDH1 knockdown viability, ATP luminescence, 48 h; Potency, µM (top dose mostly 46.1 µM), inactives show at the highest dose activity, negative = toxicity, usual class: cytotoxic; hit rate 2% among 360,000;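 also: potency is read from the fitted curve at half-maximal effect; 0% = DMSO wells and -100% = cell-free medium wells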
#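 Using the IDH1-knockdown HT-1080 line run in the same batch and compound series as the NT line, viability after 48 h at 37 °C was determined by CellTiter-Glo luminescence and expressed as % activity.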
# IL-1B inflam inh – qHTS for Inhibitors of Inflammasome Signaling: IL-1-beta AlphaLISA Primary Screen; AID 743279, 2014; activity change, % at 57.5 µM; hit rate 4.7% among 360,000; THP-1 LPS/ATP IL-1B secretion, AlphaLISA, 16 h; active compounds read low; in the data active = activity change below about -50%; inconclusive = mostly about -30% to -49%; also: % is scaled to controls: 0 for no effect and ±100 for the full control effect
#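 THP-1 cells pretreated 1 hr with compounds (up to 57.5 uM final), then stimulated with LPS (250 ng/mL final) plus ATP (1.25 mM final); secreted IL-1B measured by AlphaLISA after 16 hr, decreased signal indicating inhibition.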
# Active calls of the source: *; i = inactive; ? = inconclusive; / = not tested or not shown; & = joins results of further samples; [ ] = dose if it differs, or a comment. Unless noted, calls follow the shape of the dose curve; as a rule, active = well fitted curve in the direction sought with a large enough effect; inconclusive = small, poorly fitted or top-dose-only effect, or another doubt; inactive = no such curve, though single readings can be large; an effect the other way counts as inactive or inconclusive.
item	smiles	HT1080NT lethal	ATXN2 expr inh	KB-3-1 tox	IL-1B inflam inh	HepG2 viability	MCF10A rerep	S2 tox	HT1080 IDH1KD tx	SW480 rereplic
1	CC1CCCN(C(=O)c2cc3c(=O)n4ccccc4nc3s2)C1 (configuration not stated)	0%	21%	-1%	21	-40%	?	i	-9%	4%
2	C/C(=N\NC(=O)CN1CCCCC1)c1ccccc1O	-22%	?	0%	164	-8%	15%	i	?	6.5µM*
3	O=C(Cc1ccccc1)Nc1ccc(-c2nnc(-c3ccco3)o2)cc1	?	4%	5%	4	0%	2%	i	?	0%
4	O=C(CCN1C(=O)/C(=C/c2ccc(F)cc2)SC1=S)N[C@@H](CO)Cc1ccccc1	-1%	/	2%	-52*	-7%	9%	i	2%	-4%
5	c1ccc(-c2nccc(-c3ccc4c(c3)OCO4)n2)cc1	-24%	13%[11.3 µM]	-7%	30	-10%	10%	i	-9%	3%[1.84 µM]
6	CCCN1C2CCCC1CC(NC(=O)c1cccc([N+](=O)[O-])c1)C2 (configuration not stated)	12%	-25%	3%	-4	-4%	-10%	i	20%	-1%
7	COc1ccccc1NC(=O)Cn1cnc2c(nnn2-c2ccc(C)cc2)c1=O	11%	10%	3%	-14	-3%	1%	i	6%	-6%
8	C=CCNC(=S)N1CCN(CCNC2=CC(=O)CC(C)(C)C2)CC1	14%	-17%	26%	6	4%	0%	i	20%	-2%
9	O=C(Nc1ccc(NC(=O)c2cccs2)cc1)c1cccnc1	-14%	/	2%	2	0%	4%	i	-12%	-3%
10	CC(C)(C)C(=O)Nc1c2c(nc3c1CCC3)CCCC2	5%	1%	5%	14	6%	-7%	i	2%	-8%
11	CCOc1ccc(N(CC(=O)Nc2ccc(C)cc2)S(C)(=O)=O)cc1	13%	55%[activator]	5%	-8	1%	-2%	i	17%	-3%
12	C/C(=N\NC(=O)C(=O)Nc1c(C)n(C)n(-c2ccccc2)c1=O)c1ccncc1	8%	35%	6%	22	16%	2%	i	7%	-15%
13	CCOC(=O)c1cc2c(ccn2C)n1Cc1ccc(Cl)cc1	-4%	/	-18%	-1	-10%	?	i	-5%	23%
14	O=C(NC1CCN(C(=S)NCCc2ccccc2)CC1)C1CC1	4%	/	0%	32	2%	2%	i	11%	-102%[inhibitor]
15	COc1ccc2c(c1)CC(C(=O)NCc1ccc(F)cc1)CO2 (configuration not stated)	/	-10%	-3%	/	5%	/	i	/	/
16	CCN(CC)Cc1nc2c(c(=O)[nH]1)C(CC)(CC)Cc1ccccc1-2	2%	/	-10%	-7	-25%	13%	?	8%	-1%
17	Cc1ccc(-c2nnc(Nc3ccc(Cl)cc3)c3ccccc23)cc1S(=O)(=O)NCC1CCCO1 (configuration not stated)	/	-10%	-13%	/	-6%	/	i	/	/
18	CC(C)(C)Nc1nc(N)nc(Cl)n1	8%	1%	20%	-5	-3%	11%	i	5%	2%
19	CCOc1ccccc1CNC(=O)Cc1ccc(NC(=O)N2CCCCc3ccccc32)cc1	/	-12%	0%	/	-42%	/	i	/	/
20	Cc1c(C(=O)O)sc2ncnc(N3CCCCC3C)c12 (configuration not stated)	-8%	2%	-5%	23	-8%	3%	i	-4%	-6%
21	Cc1csc(-c2cc(C(=O)NCc3cc(C(F)(F)F)cc(C(F)(F)F)c3)n[nH]2)c1	?	-32%	-10%	?	-22%	/	i	-42%	/
22	CCc1nc(CNC(=O)C2CCC(=O)N(CCc3ccc(OC)cc3)C2)cs1 (configuration not stated)	-11%	7%	/	1	1%	-1%	i	16%	-2%
23	C=CCNC(=O)c1cc(Cl)ccc1[N+](=O)[O-]	18%	-6%	8%	-3	8%	?	i	20%	-2%
24	CCCCOC(=O)Cn1c(=O)oc2ccc(C)cc21	-2%	-4%	5%	14	-4%	14%	i	15%	-5%

# SW480 rereplic: what is marked active above.
item | smiles | IL-1B inflam inh | SW480 rereplic
2 | C/C(=N\NC(=O)CN1CCCCC1)c1ccccc1O | 164 | 6.5µM*

# Eight compounds out of the list, ordered by length of the SMILES, smallest number first:
item	smiles	HT1080NT lethal	ATXN2 expr inh	KB-3-1 tox	IL-1B inflam inh	HepG2 viability	MCF10A rerep	S2 tox	HT1080 IDH1KD tx	SW480 rereplic
24	CCCCOC(=O)Cn1c(=O)oc2ccc(C)cc21	-2%	-4%	5%	14	-4%	14%	i	15%	-5%
10	CC(C)(C)C(=O)Nc1c2c(nc3c1CCC3)CCCC2	5%	1%	5%	14	6%	-7%	i	2%	-8%
9	O=C(Nc1ccc(NC(=O)c2cccs2)cc1)c1cccnc1	-14%	/	2%	2	0%	4%	i	-12%	-3%
15	COc1ccc2c(c1)CC(C(=O)NCc1ccc(F)cc1)CO2 (configuration not stated)	/	-10%	-3%	/	5%	/	i	/	/
8	C=CCNC(=S)N1CCN(CCNC2=CC(=O)CC(C)(C)C2)CC1	14%	-17%	26%	6	4%	0%	i	20%	-2%
3	O=C(Cc1ccccc1)Nc1ccc(-c2nnc(-c3ccco3)o2)cc1	?	4%	5%	4	0%	2%	i	?	0%
7	COc1ccccc1NC(=O)Cn1cnc2c(nnn2-c2ccc(C)cc2)c1=O	11%	10%	3%	-14	-3%	1%	i	6%	-6%
17	Cc1ccc(-c2nnc(Nc3ccc(Cl)cc3)c3ccccc23)cc1S(=O)(=O)NCC1CCCO1 (configuration not stated)	/	-10%	-13%	/	-6%	/	i	/	/

# (cont.)
item	smiles	HT1080NT lethal	ATXN2 expr inh	KB-3-1 tox	IL-1B inflam inh	HepG2 viability	MCF10A rerep	S2 tox	HT1080 IDH1KD tx	SW480 rereplic
25	O=C(NNC(=O)C1CCN(S(=O)(=O)c2ccc(Cl)cc2)CC1)c1ccc(Cl)cc1	2%	-2%	14%	-2	1%	5%	i	20%	-3%
26	COc1ccc(C(c2sc3nc(C)nn3c2O)N2CCC3(CC2)OCCO3)cc1 (configuration not stated)	9%	3%	-1%	3	-2%	-1%	i	3%	0%
27	COc1ccc(NC(=O)c2cc3c(COC(C)=O)cnc(C)c3oc2=Nc2cccc(C(=O)O)c2)c(OC)c1	9%	/	-5%	19	-17%	1%	i	9%	7%
28	COc1ccc(-c2nnn(CC(=O)N(CC(=O)NCCC(C)C)c3ccccc3)n2)cc1OC	5%	-3%	4%	-4	-5%	-3%	i	-22%	9%
29	CCOc1ccc(C(=O)O)cn1	0%	-3%	9%	0	-12%	0%	i	2%	-4%
30	Cc1ccc(C)c(NC2=NS(=O)(=O)c3ccccc32)c1	-1%	-7%	7%&-6%	7	-32%	10%	i	7%	-1%
31	COC(=O)c1ccc(-n2cncn2)c(F)c1	8%	-13%	3%	-8	-7%	-1%	i	?	-5%
32	COc1ccc([C@H]2N[C@]3(CCCN(CC4CCCCC4)C3=O)[C@H]3C(=O)N(C)C(=O)[C@@H]23)cc1	10%	-5%	2%	-15	-5%	/	i	12%	/
33	Cc1ccc(NC(=O)NCc2ccccn2)cc1Cl	1%	12%	11%	-17	-2%	-2%	i	-8%	-4%
34	CCOc1ccccc1CNc1nc2nc(C)cc(C)n2n1	/	5%	3%	/	-22%	/	i	/	/
35	COc1ccc(S(=O)(=O)N2CCC(C)CC2)cc1Br	-5%	-3%	0%	?	-2%	-1%	i	-1%	2%
36	O=C(O)c1cc2nc(-c3ccccc3)cc(-c3ccccc3)n2n1	-14%	-3%	-6%	48	-12%	1%	i	?	1%
37	COc1ccccc1NS(=O)(=O)c1cc(NC(=O)CNC(=O)c2cc(C)cc(C)c2)ccc1C	5%	-12%	11%	2	5%	6%	i	0%	?
38	CCOC(=O)/C(C(N)=NC)=C(\O)c1ccccc1	6%	2%	0%	28	0%	-1%	i	-1%	-10%
39	CC(C)C(NC(=O)c1ccccc1)c1nnc(SCC(=O)Nc2nccs2)n1C (configuration not stated)	-15%	-1%	-4%	?	-14%	2%	i	-1%	9%
40	Cc1ccc(S(=O)(=O)Nc2cccnc2)c(C)c1C	1%	/	-11%	23	-9%	1%	i	1%	-9%
41	CCOC(=O)N1CCC(NC(=O)CCCC(=O)O)CC1	18%	-8%	11%	11	-4%	-1%	i	24%	-16%
42	Cc1ccc(NC(=O)CCc2nnc3n(C)c(=O)c4sccc4n23)cc1C	/	-1%	4%	/	3%	/	i	/	/
43	COc1ccc([C@H]2CC(=O)C=C(c3cccc(OCc4ccccc4)c3)C2)cc1	-2%	-10%	-3%	-10	0%	-1%	i	-4%	-4%[9.22 µM]
44	CN(C)S(=O)(=O)c1cccc(NC(=O)/C=C/c2ccccc2[N+](=O)[O-])c1	3%	13%	4%	19	2%	-9%	?	8%	8%
45	O=C1N=C(N2CCOCC2)S/C1=C\c1cccnc1	5%	-13%	6%	-4	1%	0%	?	-1%	-7%
46	CCOc1ccccc1NC(=O)NNS(=O)(=O)c1ccc([N+](=O)[O-])cc1	-1%	0%	/	11	-20%	-3%	i	-11%	-5%
47	CCOc1ccc(OCc2ccc(C(=O)OCc3ccccn3)o2)cc1	5%	-22%	0%	-3	-4%	2%	i	-1%	-6%
